Screening data as filed in PubChem BioAssay.
aSyn yeast inh = rescues yeast growth from alpha-synuclein toxicity; Yeast expressing alpha-synuclein, growth rescue, BacTiter-Glo, 24 h; Potency, µM (top dose mostly 46.1 µM), for the others: at the highest dose growth rescue (activation), hits mostly activators; 370,000 tested, 0.14% active; AID 652106; further: potency means the concentration at half of the fitted maximal effect; % of control where 0% means no effect; nearly all actives have a fitted effect of over 65% in size
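Galactose-induced alpha-syn yeast (OD600=0.02, raffinose-pregrown) + pinned cpd, 24 hr, 30 deg C; growth by BacTiter-Glo luminescence. Growth restoration scores as activation.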
EPAC2 ag = EPAC2 (human) agonism. EPAC2 activation, biochemical qHTS; response scale: 100% = 6.5 mM cAMP response. Potency, µM (titrated, usually from 154 µM), inactives show at the highest dose activation, actives largely listed as activators. AID 720711. Q8WZA2. 360,000 tested, 0.079% active; further: potency means the concentration at half of the fitted maximal effect; nearly all actives have a fitted effect of over 50% in size
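Compounds were titrated in qHTS against a Rap1B-BODIPY-GDP (250 nM) complex with EPAC2 (100 nM) and GDP (50 uM). BODIPY-GDP release tracked at 480/540 nm over 30 min at room temperature, normalized to 6.5 mM cAMP.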
DRD3 agonist = agonists of human D3 dopamine receptor. P35462. D3R DiscoveRx beta-arrestin cells, luminescence, 90 min. max activation, %. 410,000 tested, 0.58% active. AID 652048; in the data active means max activation above about 30%; further: 0% is about no effect; mostly tested at two doses, the higher about 12 µM
Target sequence (P35462 whole entry, looked up): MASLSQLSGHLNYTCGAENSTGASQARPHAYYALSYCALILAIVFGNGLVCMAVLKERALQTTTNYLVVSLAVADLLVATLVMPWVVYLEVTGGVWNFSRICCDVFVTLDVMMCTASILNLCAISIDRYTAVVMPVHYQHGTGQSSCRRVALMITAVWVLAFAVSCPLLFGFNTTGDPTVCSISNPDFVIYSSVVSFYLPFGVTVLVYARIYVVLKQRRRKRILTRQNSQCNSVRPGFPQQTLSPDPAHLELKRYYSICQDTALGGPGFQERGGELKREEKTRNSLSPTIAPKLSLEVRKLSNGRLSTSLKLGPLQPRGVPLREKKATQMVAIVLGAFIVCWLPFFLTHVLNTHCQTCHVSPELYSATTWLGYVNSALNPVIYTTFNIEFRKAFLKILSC
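Agonist-mode cell screen: cells plated at 1500/well and incubated overnight at 37 °C, then exposed to library compounds for 90 min at 37 °C. Detection reagent was added for 30–60 min at room temperature, and luminescence was read.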
TDP43 rescue = rescues yeast growth from TDP-43 toxicity | TDP-43 expressing yeast growth rescue, BacTiter-Glo, 24 h | Potency, µM (titrated, usually from 46.1 µM), for the others: top-dose growth rescue (activation), usual class: activators | 410,000 tested, 1.8% active | AID 652104; further: potency means the concentration at half of the fitted maximal effect; % of control where 0% means no effect; nearly all actives have a fitted effect of over 50% in size
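Growth rescue of TDP-43-toxic yeast measured as ATP luminescence (BacTiter-Glo). Cells grown to mid-log in raffinose, induced in galactose at OD600=0.02, exposed to compound 24 hr at 30 deg C.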
D3 antag = antagonists of human D3 dopamine receptor; P35462; D3R cells, DiscoveRx beta-arrestin luminescence, antagonist mode; stronger effect = lower value; max response, negative = inhibition, %; 360,000 tested, 2.5% active; AID 652054; in the data active means max response below about -50%; inconclusive means no clear call, values can overlap the other calls; further: on the % scale 0 is the no-effect control and ±100 the full control effect; mostly tested at two doses, the higher about 12 µM
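Cells expressing the human receptor were seeded at 1500 cells/well, incubated overnight at 37 degrees C in 5% CO2, then exposed to library compounds with dopamine controls for 90 minutes at 37 degrees C before luminescent detection.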
Abeta rescue = A-beta toxicity reversal in yeast. yeast expressing A-beta42, growth rescue, OD600, 48 h; response scale: 0% DMSO, 100% iron-clioquinol control. Potency, µM (highest dose often 46.1 µM), for inactives: at the top dose growth rescue, usual class: activators. 410,000 tested, 0.063% active. AID 1347071; further: potency means the concentration at half of the fitted maximal effect; nearly all actives have a fitted effect of over 55% in size
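Growth rescue measured by 600 nm absorbance after 48 h yeast culture at 30 C with compound. Values normalized between DMSO and an equimolar ferric chloride plus clioquinol control.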
EPAC2 antag = antagonists of human EPAC2; EPAC2 GEF exchange of Rap1B-BODIPY-GDP, fluorescence; Potency, µM (series often up to 114 µM), for the others: at the highest dose activity, negative = inhibition, hits mostly inhibitors; 360,000 tested, 0.18% active; AID 720708; further: potency means the concentration at half of the fitted maximal effect; on the % scale 0 is the no-effect control and ±100 the full control effect; nearly all actives have a fitted effect of over 45% in size; many of its hits are not listed in these tables
FUS yeast rescue = suppressors of FUS proteinopathy in yeast; S. cerevisiae FUS-expressing, growth rescue, OD600, 24 h; Potency, µM (top dose mostly 76.6 µM), inactives show at the top dose growth rescue (activation), actives largely listed as activators; 390,000 tested, 0.24% active;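 further: potency means the concentration at half of the fitted maximal effect; plate controls were DMSO vehicle for no effect and reference control for full effect; nearly all actives have a fitted effect of over 55% in size; some results filed as inactive show a strong effect at the top dose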
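Quantitative HTS measuring growth restoration of FUS-toxic yeast. Galactose-induced cells (OD 0.005) were exposed 24hr at 30C to compounds at several concentrations, then absorbance at 600 nm was recorded.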
Starred values were filed as active, the others as inactive; ? = inconclusive; . = no result given; [ ] = dose if it differs, or a comment. Unless noted, the call rests on the fitted dose curve; in most records, active means well fitted curve in the direction sought with a large enough effect; inconclusive means small, poorly fitted or top-dose-only effect, or another doubt; inactive means no such curve, though single readings can be large; an effect the other way counts as inactive or inconclusive. These rows are one share of the data, so the mix of outcomes need not match the whole.

SMILES | aSyn yeast inh | EPAC2 ag | DRD3 agonist | TDP43 rescue | D3 antag | Abeta rescue | EPAC2 antag | FUS yeast rescue
COC(=O)c1ccc(C(=O)OC)c(NS(C)(=O)=O)c1 | 0% | -3% | 7 | -13% | 13 | 4% | 7% | 14%
N#Cc1c(Nc2ccccc2)sc(C(=O)c2ccccc2)c1N | -7% | 1% | -2 | 2% | -5 | 13% | 35µM* | 18%
Cc1cccc(-n2ccc(=O)c(C(=O)Nc3ccc(S(=O)(=O)Nc4nccc(C)n4)cc3)n2)c1 | -1% | 1% | 0 | 15% | 1 | -6% | 0% | ?
OC(C#CCCN1CCCCC1)(c1ccccc1)C1CCCCC1 (stereo unspecified) | 6% | 6% | -25 | 15% | -22 | 29% | -2% | 10%
CCCCC(=O)N1C/C=C\[C@H](c2ccc(OC)cc2)N(Cc2ccc(F)cc2)C(=O)[C@@H]1C | 8% | 2% | -8 | ? | 13 | 3% | -21% | ?
Cc1c(NC(=O)c2nn(C(C)C)c(=O)c3ccccc23)c(=O)n(-c2ccccc2)n1C | -8% | 13% | 3 | -1% | -12 | 0% | -4% | -7%
Cc1ccc(NC(=O)c2sc3ncnc(N(C)C4CCCCC4)c3c2C)c(C)c1 | . | . | 1 | 24%[9.22 µM] | . | -24% | . | -22%
O=C1CS(=O)(=O)C2(C(=O)N(Cc3ccccc3Cl)c3ccccc32)N1c1ccc(F)cc1 (stereo unspecified) | 15% | . | -2 | ? | . | 5% | . | 17%
O=C1Nc2ccccc2C1(O)c1ccccc1O (stereo unspecified) | -3% | 5% | 1 | 1% | -25 | 6% | 21% | -28%
COC(=O)NCCOc1nc(N(C)C)nc(N(C)C)n1 | 3% | 1% | -2 | 3% | 10 | 1% | 1% | 6%
O=C(Nc1ccc(F)cc1)C(=O)c1c(O)[nH]c2ccc([N+](=O)[O-])cc12 | 7% | 13% | -4 | -41%[inhibitor] | -17 | 1% | -1% | 4%
CN1CCN(S(=O)(=O)c2cccs2)CC1 | 0% | 2% | 6 | -8% | 13 | -1% | 0% | -15%
COc1ccccc1C(=O)NC(C)C(c1cccs1)N1CCOCC1 (stereo unspecified) | 0% | 12% | -3 | -17% | 4 | 12% | -4% | 0%
CN(CC(=O)Nc1cccc(F)c1)C(=O)CCCc1c[nH]c2ccccc12 | 5% | 1% | -1 | 13% | 0 | 1% | -7% | 9%
CSCCC(NC(=O)COc1ccccc1)C(=O)OCc1ccc([N+](=O)[O-])cc1 (stereo unspecified) | -12% | 4% | -17 | -6% | -8 | -14% | -6% | 20%
CN1CCn2cnc(C(=O)NCc3ccc(CNC(=O)OC(C)(C)C)cc3)c2C1=O | -7% | 2% | 9 | 16% | 19 | -9% | 16% | 24%
N#Cc1ccccc1S(=O)(=O)N1CCN(C(=O)c2cc(=O)[nH]c3ccccc23)CC1 | -6% | -2% | 3 | -3% | -5 | -13% | -10% | 18%
O=C(OCC1CCNCC1)c1ccc(F)cc1 | 2% | -3% | -4 | 16% | -55* | -7% | 14% | -27%
CC1=NNC(=O)C1C(c1ccc(F)cc1)C(C#N)C#N (stereo unspecified) | 13% | 4% | -3 | -5% | -11 | 4% | 1% | 12%
C1CCN(c2nc3nonc3nc2N2CCCCC2)CC1 | -12% | 2% | 17 | -9% | 5 | 11% | 13% | -10%
CCN1C(=O)c2ccccc2S(=O)c2ccc(C(=O)NCc3ccc(Cl)cc3)cc21 (stereo unspecified) | . | . | -24 | -4% | . | -13% | . | ?
O=C(/C=C/c1ccco1)Nc1ccccc1C(=O)Nc1cccc(C(=O)O)c1 | 3% | 12% | 5 | -1% | 10 | 0% | 5% | 20%
CC(C)(C)C1CCN2CCCC(c3ccccc3)(C1)C2=O (stereo unspecified) | 2% | 9% | 5 | ? | 5 | 11% | 2% | -1%
CC1CCCN(S(=O)(=O)c2ccc3[nH]c(=O)cc(C(=O)NCCCN4CCCCCC4)c3c2)C1 (stereo unspecified) | -5% | 4% | 0 | -4% | 20 | -10% | 4% | -30%
CCC(C(=O)Nc1ccc(C(C)C)cc1)n1nc(C)n2c(cc3cc(C)ccc32)c1=O (stereo unspecified) | . | . | 0 | 19% | . | -3% | . | 37%
CCN1C/C(=C/c2sccc2C)c2nc3ccccc3c(C(=O)O)c2C1 | -1% | -2% | -17 | -11% | ? | -6% | 11% | -4%
Cc1ccc(S(=O)(=O)N(CC(O)CN2C(=O)NC(C)(C)C2=O)c2cccc([N+](=O)[O-])c2)cc1 (stereo unspecified) | 1% | -2% | -28 | -15% | -9 | -5% | -12% | 19%
CN(C[C@H](c1ccccc1)N(C[C@H](Cc1ccccc1)N(CCc1ccccc1)N=O)N=O)N=O | 1% | 10% | -7 | 15% | 0 | 8% | 14% | 15%
CCOC(=O)c1c(NC(=O)COC(=O)Cc2n[nH]c(=O)c3ccccc23)sc(C(=O)N(C)C)c1C | 0% | -2% | 2 | 0% | 3 | 15% | -3% | 21%
Cc1cccc(N(Cc2ccccc2)C(=O)c2ccc(F)c(S(=O)(=O)N3CCOCC3)c2)c1 | 7% | -2% | 4 | -6% | 9 | 14% | -4% | 33%
COc1cccc(NC(=O)CN(C)C(=O)c2cn(-c3ccccc3)nc2-c2cccs2)c1 | -16% | 15% | 8 | 0% | 9 | 6% | -8% | ?
CCOC(=O)c1c(C)[nH]c(C)c1S(=O)(=O)N(C)CC(=O)Nc1ccc(C)cc1C | . | . | -9 | 21% | . | -9% | . | 31%
Cc1ccc(C(=O)c2cn(Cc3ccccc3)c3ccccc3c2=O)cc1 | . | . | -16 | ? | . | -31% | . | 27%
CCc1ccccc1Nc1nc2ccccc2[nH]1 | -1% | 3% | 0 | 13% | 67 | 1% | -4% | 22%
CCCCC(=O)OCc1cc(=O)n2nc(C3CCCCC3)sc2n1 | . | . | 6 | 9% | . | -18% | . | 16%
COc1ccc(-c2noc(C3CCCN(C(=O)c4cccc(C)c4)C3)n2)cc1 (stereo unspecified) | 9% | 28% | 4 | 0% | -5 | -5% | -16% | 12%
NNC(=O)c1oc2nc(-c3ccc(Cl)cc3)cc(-c3ccccc3)c2c1N | 7% | 4% | 4 | 19% | 36 | 12% | 1% | 34%
Cc1ccc(Cl)cc1-c1cc(C(=O)N2CCN(c3ccncc3)CC2)[nH]n1 | 1% | -7% | -16 | 10% | 0 | 4% | 32%[activator] | -12%
CCOc1cc(/C=N/NC(=O)c2cccnc2)ccc1OCC(N)=O | -14% | -9% | -3 | 0% | -13 | -8% | -2% | 16%
O=C(NCc1ccccn1)C1CCCN(Cc2cnn(-c3ccccc3)c2-n2cccc2)C1 (stereo unspecified) | -9% | -11% | 5 | -3% | -20 | 14% | 3% | 2%
COc1ccc2c(OC)c3ccoc3nc2c1OC | 8% | 5% | 3 | 17% | -18 | -21% | -9% | -15%
Cc1csc(NC(=O)C2CCN(S(=O)(=O)c3ccccc3)CC2)n1 | 1% | 3% | 1 | 0% | -5 | 32% | -2% | 7%
Cc1ccc(NC(=O)c2ncn(CC(=O)N[C@H](CO)Cc3c[nH]c4ccccc34)n2)cc1C | -4% | 0% | 7 | 21% | -17 | -11% | -14% | 1%
CC1CC(C)CN(c2cc(N(C)CCO)c([N+](=O)[O-])c3nonc23)C1 (stereo unspecified) | 3% | 2% | -1 | -10% | -8 | 10% | -15% | 22%
O=CNCCc1nc2ccccc2n1CCc1ccccc1 | 0% | 9% | 3 | 14% | 6 | -4% | 3% | -19%
NS(=O)(=O)c1ccc(CCN2C(=O)CCC2=O)cc1 | -4% | -2% | -4 | -5% | -12 | -2% | 9% | -10%
COc1ccc(-c2cn3cccnc3n2)cc1Br | 1% | 14% | -3 | -15% | -30 | -22% | 6% | 20%
CC(C)(C)/C(O)=C/c1nc2ccccc2[nH]c1=O | -5% | 4% | 8 | 24% | -15 | 7% | -2% | -7%
O=Cc1ccc2cccnc2n1 | 6% | 16% | 5 | -12% | -20 | 1% | -9% | 19%
O=c1c2ccccc2oc2cc(OCc3ccc(F)cc3)cc(O)c12 | 0% | -3% | 12 | -8% | 1 | -11% | -16% | -12%
COc1cccc(NC(=O)CN(C)C(=O)c2c(C)noc2C)c1 | 0% | 2% | -1 | -7% | 24 | -9% | 13% | .
CC(NC(=O)c1ccc(Br)s1)c1ccncc1 (stereo unspecified) | 1% | 10% | 0 | -12%[9.22 µM] | -6 | -12% | -15% | 29%
CCOc1cccc(-c2nnc(SCC(=O)Nc3cccc(OC)c3)n2N)c1 | -6% | -4% | -2 | 14% | -28 | -2% | 5% | 30%
COc1cccc(NC(=O)CSc2nc(=O)n(Cc3cccnc3)c3c2CCC3)c1 | . | . | 2 | 0% | . | -2% | . | 20%
CCC(=O)Nc1cccc(-c2nc3ccccc3o2)c1 | -7% | 1% | -2 | -1% | -5 | -21% | 3% | 17%
Cc1ccc(C)c(NC(=O)C(C)N(c2ccccc2)S(C)(=O)=O)c1 (stereo unspecified) | . | . | -1 | 15% | . | 7% | . | -4%
CCc1cccc(C)c1NC(=O)C(C)Sc1nc2c(c(=O)[nH]1)CCCC2 (stereo unspecified) | . | . | -6 | -1% | . | -4% | . | 4%
COc1ccc(NC(=O)COC(=O)CN2C(=O)C3CCCCC3C2=O)cc1OC (stereo unspecified) | -1% | 5% | 3 | 9% | 2 | -9% | -15% | -14%
CC(C)(CO)CNC(=O)CCc1nnc(-c2ccc(-c3ccccc3)cc2)o1 | -3% | 4% | 4 | 1% | -16 | -3% | -8% | 19%

Full records, looked up by structure.
COc1ccc(-c2cn3cccnc3n2)cc1Br in the list: aSyn yeast inh: 1%; EPAC2 ag: 14%; DRD3 agonist: -3; TDP43 rescue: -15%; D3 antag: -30; Abeta rescue: -22%; EPAC2 antag: 6%; FUS yeast rescue: 20%
CCOc1cccc(-c2nnc(SCC(=O)Nc3cccc(OC)c3)n2N)c1 in the list: aSyn yeast inh: -6%; EPAC2 ag: -4%; DRD3 agonist: -2; TDP43 rescue: 14%; D3 antag: -28; Abeta rescue: -2%; EPAC2 antag: 5%; FUS yeast rescue: 30%
